HTRA1 inhibitor – inhibitors of human serine peptidase HTRA1; Q92743; recombinant HTRA1, FP-rhodamine activity-based probe, fluorescence polarization; inhibition, % at 5.96 µM; 340,000 tested, 0.5% active; AID 504803; in the data active = inhibition above about 36%;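 note: 0% = enzyme with DMSO and 100% = wells lacking enzyme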
ABHD4 inh – inhibits mouse alpha/beta hydrolase domain 4; Q8VD66; purified mABHD4, FP-Rh probe fluorescence polarization; inhibition, % at 8.92 µM; 370,000 tested, 0.54% active; AID 720543;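 active = inhibition exceeding the mean over every tested compound plus 3 SD, cut at about 30% in these data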;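 note: 0% = plate median of compound wells and 100% = S159A mutant with DMSO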
Target sequence (Q8VD66 whole entry, looked up, the tested form may be a part): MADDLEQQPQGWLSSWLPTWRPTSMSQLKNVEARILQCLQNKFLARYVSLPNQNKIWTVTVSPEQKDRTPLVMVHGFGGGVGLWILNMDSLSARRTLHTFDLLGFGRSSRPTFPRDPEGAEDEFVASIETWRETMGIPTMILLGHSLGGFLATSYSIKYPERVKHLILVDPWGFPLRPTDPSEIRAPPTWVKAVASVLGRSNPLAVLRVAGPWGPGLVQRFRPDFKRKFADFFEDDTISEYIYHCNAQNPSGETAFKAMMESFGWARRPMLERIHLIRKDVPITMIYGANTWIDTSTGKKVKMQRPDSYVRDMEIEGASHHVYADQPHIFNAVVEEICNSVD
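Test system: mouse ABHD4 enzyme, wild type. Reagent: FP-Rh fluorescent activity-based probe, added after compound pre-incubation. Timing: pre-incubation 45 min, probe exposure 60 min, at 25 °C. Technique: FP readout, ex 525 nm / em 598 nm. Benchmarks: high control S159A mutant with DMSO, low control median of compound wells.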
GC-B act – GC-B (human) receptor activation. AID 1920062. HEK293-GC-B cells, CNP EC30, cGMP TR-FRET; 0% at EC30 CNP, 100% saturating CNP. P20594. 370,000 tested, 0.11% active. activation, % at 10 µM;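 active = activation at 10 µM reaching about 35% in either raw or pattern-adjusted values, limit read from the data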
PG9 Ab binder – small molecules binding HIV-1 gp120 antibody PG9; TR-FRET gp120-PG9 antibody binding; inhibition, % at 6.7 µM; 360,000 tested, 0.43% active; AID 624416; in the data active = inhibition above about 8.5%
SMARCA2 act – SMARCA2 function activation, primary screen | MG213 cells, MMTV-luciferase reporter, dexamethasone, overnight | activation, % at 9.1 µM | 370,000 tested, 1% active; in the data active = activation above about 7.8%;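 note: 0% = vehicle wells and 100% = reference activator wells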
GC-A act – GC-A (human) enzyme activation | P16066 | HEK293 GC-A cells, cGMP TR-FRET, EC30 ANP; 0% at EC30 ANP, 100% saturating ANP | activation, % at 10 µM | 370,000 tested, 0.14% active | AID 1671463; in the data active = activation above about 40%
NR1D1 modulator – modulators of human Rev-erb alpha DNA binding. activity, % at 10 µM. AID 1259318. 370,000 tested, 0.79% active. P20393. Rev-erbα–FITC-DNA binding, fluorescence polarization, 90 min;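 active = activity above about 14%, limit read from the data; passing the limit was not always enough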;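 note: 0% = DMSO wells with 35 nM protein and 100% = DMSO wells with 750 nM protein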
Target sequence (P20393 whole entry, looked up): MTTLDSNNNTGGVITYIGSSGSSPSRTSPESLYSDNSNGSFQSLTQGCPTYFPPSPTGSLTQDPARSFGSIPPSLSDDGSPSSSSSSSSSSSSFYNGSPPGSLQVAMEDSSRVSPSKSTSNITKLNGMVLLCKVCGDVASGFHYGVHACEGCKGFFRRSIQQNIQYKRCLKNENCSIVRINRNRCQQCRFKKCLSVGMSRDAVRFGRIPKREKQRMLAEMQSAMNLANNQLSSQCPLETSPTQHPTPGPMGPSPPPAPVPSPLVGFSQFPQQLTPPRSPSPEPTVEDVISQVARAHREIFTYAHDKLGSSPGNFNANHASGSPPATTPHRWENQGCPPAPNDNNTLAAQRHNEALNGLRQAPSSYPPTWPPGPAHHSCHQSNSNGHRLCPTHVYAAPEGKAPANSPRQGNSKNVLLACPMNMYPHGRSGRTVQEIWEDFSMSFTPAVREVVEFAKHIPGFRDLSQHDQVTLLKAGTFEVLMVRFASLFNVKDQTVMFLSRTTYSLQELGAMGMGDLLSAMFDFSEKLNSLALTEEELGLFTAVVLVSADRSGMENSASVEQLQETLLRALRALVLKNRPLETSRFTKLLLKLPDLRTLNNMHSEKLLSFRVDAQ
ARFGAP1 inh – inhibitors of rat ARFGAP1 | Q62848 | Arfgap1-stimulated ARF1 GTP hydrolysis, GDP FP detection | inhibition, % at 16.5 µM | 360,000 tested, 0.26% active | AID 651572;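 active = inhibition above a per-plate limit, mean inhibition of low control wells plus 3 SD, cut at about 25% in these data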;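 note: 0% = DMSO wells with enzyme and 100% = wells lacking Arfgap1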
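Assay system: Rat Arfgap1 GAP domain (His6, aa 1-136), purified enzyme | Buffer or medium: HEPES 25 mM pH 7.5, NaCl 150 mM, MgCl2, DTT | Schedule: GTP hydrolysis reaction 2 h at 25 °C | Signal: FP of antibody-bound GDP Alexa 633 tracer, ex 620/em 688 nm | Measure: Percent inhibition of Arfgap1-stimulated GTP hydrolysis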
rCAG RNA binder – molecules binding r(CAG) RNA repeats; r(CAG) RNA repeat, TO-PRO-1 dye displacement fluorescence; inhibition, % at 3 µM; 370,000 tested, 1.3% active; AID 651821;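 active = inhibition above the plate cutoff, the mean of all test compounds on that plate plus 3 SD, cut at about 35% in these data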;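 note: 0% = DMSO alone and 100% = 100 µM mitoxantrone as full dye displacement; higher means more dye released from RNA so lower well fluorescence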
ASAP1 inh – ASAP1 ArfGAP inhibition; AID 624377; Q9ULH1; inhibition, % at 16.5 µM; 360,000 tested, 0.19% active; ASAP1-stimulated ARF1 GTP hydrolysis, GDP FP detection; in the data active = inhibition above about 25%;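 note: 0% = vehicle with enzyme and substrate and 100% = no enzyme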
* hit, by the source's call; . = not tested or not shown.

SMILES	HTRA1 inhibitor	ABHD4 inh	GC-B act	PG9 Ab binder	SMARCA2 act	GC-A act	NR1D1 modulator	ARFGAP1 inh	rCAG RNA binder	ASAP1 inh
O=C(C1CCCN(c2ncnc3c2nc2n3CCCCC2)C1)N1CCN(c2ccccc2)CC1 (configuration not stated)	-3	8	-4	0.2	0	-1	5	10	-4	17
CN(C)CCCN(C(=O)/C=C/c1cccs1)c1nc2ccc(F)cc2s1	0	1	-1	-1.5	3	3	-1	2	4	-2
Cc1ccc2ncc(NC(=O)c3ccc(F)cc3)c(=O)n2c1	5	4	1	-1.2	1	-1	3	13	-3	-15
COc1ccc(CN(C)C(=O)c2ccc(Cl)c(S(=O)(=O)NCc3cccnc3)c2)cc1F	-5	2	2	0.8	-1	-3	-1	3	3	-12
Cn1cc(C(=O)NCC2COc3ccccc3O2)c(=O)c2cc(S(=O)(=O)N3CCCCC3)ccc21 (configuration not stated)	-8	0	-7	1.1	-2	4	-3	6	1	11
Cc1ccc(NC(=O)CSc2nnc3ccccn23)c(Cl)c1	3	-5	-1	1.9	7.9*	2	-7	-4	-1	-12
COc1ccc(Cl)cc1C(=O)NC(=S)Nc1cc(-c2nc3ccccc3[nH]2)ccc1C	-108	-72	3	1.5	2	-5	-6	6	23	18
Nc1nnc(-c2ccc(F)cc2)s1	0	1	-1	-0.7	1	4	4	9	0	5
Nc1[nH]c(C(=O)c2ccccc2)c(-c2ccncc2)c1C(=O)NCCc1c[nH]c2ccccc12	.	10	-7	-2.6	-3	-8	-8	6	5	-15
Cc1cccc(NC(=O)CSc2nc3c([nH]c4ccccc43)c(=O)n2C)c1	2	3	-1	-0.6	-1	9	-12	-5	5	-10
O=C(Nc1ccc(CN2CCOCC2)cc1)c1ccco1	5	3	2	-1.4	6	3	-1	-5	-2	5
O=C(COC(=O)C12CC3CC(CC(Cl)(C3)C1)C2)Nc1ccc2[nH]c(=O)[nH]c2c1	2	-3	5	-1.0	-2	-1	5	-1	2	-12
O=C(COC(=O)C1CC2CCCC(C1)C2=O)Nc1ccc(F)c(Cl)c1 (configuration not stated)	9	4	-1	0.8	0	1	1	-3	-1	-10
O=[N+]([O-])c1ccc(N/N=C/c2sc(N3CCOCC3)nc2-c2ccccc2)c(S(=O)(=O)Nc2ccccc2Cl)c1	7	-1	7	-0.2	-1	-8	24*	9	6	-4
COc1cccc(/C=N/NC(=O)c2cccc([N+](=O)[O-])c2)c1OS(=O)(=O)c1ccccc1	-38	-7	-5	2.4	-5	-1	6	2	6	-8
O=C1N(O)C2(C=CCCC2)/C(=N\O)C12CCCCC2 (configuration not stated)	10	4	-4	0.7	2	0	4	-2	4	0
O=C(Nc1cccc([N+](=O)[O-])c1)c1ccc2c(c1)C(=O)N(c1ccccn1)C2=O	-4	4	10	-1.9	-2	42*	5	-14	6	1
Oc1ccccc1-c1cc(-c2cccc(F)c2)n[nH]1	-43	-21	-20	-2.7	3	-8	2	16	13	9
Cc1ccc(-c2nc(C)sc2CC(=O)OCC(=O)Nc2c(F)cccc2F)cc1	-5	0	9	-0.4	1	1	0	1	-3	-4
COC(=O)c1ccccc1NC(=O)NC1CCCCC1	7	-3	-3	0.3	-2	-9	5	9	-3	18
CN(C(=O)CSc1nc(-c2cccs2)nc2ccccc12)C1CCS(=O)(=O)C1 (configuration not stated)	1	2	2	0.7	-3	3	4	-2	1	3
C=CCNC(=O)NC(=O)COC(=O)c1cccnc1SC	12	0	-5	0.0	-2	1	-2	-7	0	-11
CN(C)C(=O)Nc1cnc2ccccc2c1	1	0	-7	-1.0	2	-1	-2	6	-2	2
COc1cc(C(C)=O)ccc1O	6	5	9	-1.7	-4	0	-4	3	1	-5
CCCN(CC1CCCO1)C(=O)c1cc(COc2cccc(OC)c2)on1 (configuration not stated)	-3	-3	-1	-0.3	-1	3	-1	1	-8	2
O=C(COc1ccc(F)cc1Br)N1CCN(S(=O)(=O)/C=C/c2ccccc2)CC1	-14	-4	-10	-0.2	-4	-33	-4	-2	-4	1
COc1cc([N+](=O)[O-])ccc1NC(=O)Cc1ccccc1	-1	0	2	0.0	1	-2	4	20	-1	1
COc1ccccc1C(=O)Nc1ccc2ccccc2c1	-18	-7	-9	1.5	6	-3	-3	2	3	12
Cc1cccc(-n2ncc3c(NCc4ccccn4)ncnc32)c1	-6	-18	-3	1.0	4	-3	-6	2	5	7
CSc1sc(C(=O)NCC2CC2)cc1S(=O)(=O)C(C)C	2	-1	0	0.1	5	0	1	6	-2	-8
CCOc1ccc(-c2c(C#N)c(N)nc3c2c(=O)n(C)c(=O)n3C)cc1OC	7	2	2	0.8	3	5	-1	10	3	-2
CCc1ccccc1NC(=O)CN1CCN(C(=O)CNC(=O)Cc2cccc3ccccc23)CC1	1	-4	-5	-0.6	-4	-1	4	-2	-3	-8
O=c1c2ccccc2c(-c2ccc(F)cc2)nn1-c1ccc(C(F)(F)F)cc1	-4	-8	-4	-0.3	1	-4	2	3	5	-1
C[C@H]1Cn2cnc(C(=O)NCC(=O)OC(C)(C)C)c2C(=O)N1	4	0	2	-1.1	-3	1	0	9	1	12
CCN(CC)S(=O)(=O)c1ccc(C(=O)Nc2ccc3c(c2)OCCO3)cc1	-5	-1	2	-1.9	0	3	3	-8	-1	18
Cc1ccc(C(=O)Nc2cc(Cl)ccc2-n2cncn2)s1	-7	-2	3	0.2	-1	2	3	4	-3	-6
Cc1ccc(S(=O)(=O)Nc2ncnc3ccccc23)cc1	-10	-2	1	-0.1	-2	-1	0	-8	1	-11
CCN(CC(=O)Nc1cccc(Br)c1)Cc1nc2ccccc2c(=O)[nH]1	1	-3	-8	1.1	0	-4	3	14	1	12
C=CCn1c(-c2ccc(S(=O)(=O)N3CCOCC3)cc2)csc1=Nc1ccccc1	-4	-6	3	-0.1	-6	-4	-1	-16	9	-6
O=C(c1ccc(Cl)c(S(=O)(=O)N2CCCCC2)c1)N1CCCCCC1	2	-2	0	-5.0	-2	2	-6	10	-9	-4

Four compounds out of the list, sorted by molar mass, descending.
SMILES	HTRA1 inhibitor	ABHD4 inh	GC-B act	PG9 Ab binder	SMARCA2 act	GC-A act	NR1D1 modulator	ARFGAP1 inh	rCAG RNA binder	ASAP1 inh
O=[N+]([O-])c1ccc(N/N=C/c2sc(N3CCOCC3)nc2-c2ccccc2)c(S(=O)(=O)Nc2ccccc2Cl)c1	7	-1	7	-0.2	-1	-8	24*	9	6	-4
CCOc1ccc(-c2c(C#N)c(N)nc3c2c(=O)n(C)c(=O)n3C)cc1OC	7	2	2	0.8	3	5	-1	10	3	-2
CSc1sc(C(=O)NCC2CC2)cc1S(=O)(=O)C(C)C	2	-1	0	0.1	5	0	1	6	-2	-8
COC(=O)c1ccccc1NC(=O)NC1CCCCC1	7	-3	-3	0.3	-2	-9	5	9	-3	18

Next section.
SMILES	HTRA1 inhibitor	ABHD4 inh	GC-B act	PG9 Ab binder	SMARCA2 act	GC-A act	NR1D1 modulator	ARFGAP1 inh	rCAG RNA binder	ASAP1 inh
COC(=O)C1CN(Cc2ccc(OC)cc2)CCS(=O)(=O)N1Cc1cn(CCOC(C)=O)nn1 (configuration not stated)	.	7	-3	.	-5	0	-5	.	2	.
CN1CCN(c2ccccc2NC(=O)COc2ccc(Cl)cc2)CC1	-5	2	-1	-0.9	-1	-11	-10	6	-9	-2
NS(=O)(=O)c1cccc(NC(=O)CSc2nc3ccccc3c(=O)n2Cc2ccco2)c1	-9	-5	2	0.1	0	9	5	11	18	-6
COc1ccc2cc([C@H](C)C(=O)N(C)Cc3ccccc3N3CCCC3)ccc2c1	-57	-11	1	-0.4	-1	-8	1	-3	4	-7
O=S(=O)(Nc1ccccn1)c1ccc(Oc2ccccc2)cc1	6	2	2	-1.5	-7	7	-5	-1	3	12
O=C(Cn1nnc(-c2ccccc2F)n1)NCCc1ccccc1	15	2	5	-1.0	-1	2	-5	4	2	16
CN(C)c1ccc(NC(=O)c2ccc3nc[nH]c3c2)cc1	2	14	-5	-18	1	-5	-5	13	6	-5
C/C(CCC(=O)O)=N/Nc1ccc([N+](=O)[O-])cc1[N+](=O)[O-]	6	7	-1	-2.8	0	-1	7	2	1	-13
CCSc1ccccc1C(=O)N1CCN(c2ccc([N+](=O)[O-])cc2)CC1	1	2	-5	-0.5	-4	0	-1	14	-3	-5
CN1CCN(S(=O)(=O)c2cccc(C(=O)N3CCN(c4ccccc4F)CC3)c2)CC1	2	4	7	0.3	-1	-2	5	4	4	7
COC1CCN(C(=O)c2ccc(OC3CCN(Cc4ccccn4)CC3)cc2)CC1	4	-1	-2	-1.8	-6	-1	-7	19	-4	10
CC(=O)c1cccc(NC(=O)C(C)OC(=O)c2cc(=O)[nH]c3ccccc23)c1 (configuration not stated)	-6	-2	2	-1.2	-3	-3	-2	1	4	1

Record cards, from the list above. Order of screens: HTRA1 inhibitor | ABHD4 inh | GC-B act | PG9 Ab binder | SMARCA2 act | GC-A act | NR1D1 modulator | ARFGAP1 inh | rCAG RNA binder | ASAP1 inh
COC(=O)C1CN(Cc2ccc(OC)cc2)CCS(=O)(=O)N1Cc1cn(CCOC(C)=O)nn1 (configuration not stated) is listed with . | 7 | -3 | . | -5 | 0 | -5 | . | 2 | .
O=S(=O)(Nc1ccccn1)c1ccc(Oc2ccccc2)cc1 is listed with 6 | 2 | 2 | -1.5 | -7 | 7 | -5 | -1 | 3 | 12
CN1CCN(S(=O)(=O)c2cccc(C(=O)N3CCN(c4ccccc4F)CC3)c2)CC1 is listed with 2 | 4 | 7 | 0.3 | -1 | -2 | 5 | 4 | 4 | 7
NS(=O)(=O)c1cccc(NC(=O)CSc2nc3ccccc3c(=O)n2Cc2ccco2)c1 is listed with -9 | -5 | 2 | 0.1 | 0 | 9 | 5 | 11 | 18 | -6
COc1ccc2cc([C@H](C)C(=O)N(C)Cc3ccccc3N3CCCC3)ccc2c1 is listed with -57 | -11 | 1 | -0.4 | -1 | -8 | 1 | -3 | 4 | -7
